Bioassay records as filed in PubChem.
XBP1 UPR activ: adaptive UPR (XBP1) activation; CHO-XBP1 luciferase reporter, IRE1-XBP1 UPR activation, luminescence; percent of tunicamycin response, DMSO as zero; activation, % at 20 µM; 330,000 tested, 0.33% active; AID 463104;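 active means versus positive control, 20 µM dose yields 30% or more activation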;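 further: 100% = tunicamycin at 10 µg/mL and 0% = DMSO only wells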
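incubation = overnight seeding at 37 °C, 6 h compound treatment at 37 °C | assay system = CHO-XBP1 cells stably carrying IRE1-XBP1-driven luciferase reporter | input = 1000 cells per well | detection = luciferase luminescence | dosing = single point, 20 µM final compound, 1% DMSO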
CXCR6 inh: blocks human CXCR6 beta-arrestin recruitment; O00574; CHO-K1 PathHunter CXCR6 beta-arrestin, luminescence; inhibition, % at 20 µM; 360,000 tested, 0.36% active; AID 602244; in the data active means inhibition above about 34%, passing the limit was not always enough;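 further: antagonist mode with CXCL16 agonist at 10 nM final; 0% = 10 nM CXCL16 with DMSO and 100% = unstimulated wells without agonist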
Mdm2-MdmX inh: human Mdm2/MdmX binding inhibition | O15151+Q00987 | SaOS-2 split-luciferase Mdm2/MdmX complementation, luminescence | inhibition, % at 8 µM | 330,000 tested, 3% active | AID 485346;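 active means inhibition of at least 50% at 8 µM in the primary screen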
Target sequence (O15151 whole entry, looked up): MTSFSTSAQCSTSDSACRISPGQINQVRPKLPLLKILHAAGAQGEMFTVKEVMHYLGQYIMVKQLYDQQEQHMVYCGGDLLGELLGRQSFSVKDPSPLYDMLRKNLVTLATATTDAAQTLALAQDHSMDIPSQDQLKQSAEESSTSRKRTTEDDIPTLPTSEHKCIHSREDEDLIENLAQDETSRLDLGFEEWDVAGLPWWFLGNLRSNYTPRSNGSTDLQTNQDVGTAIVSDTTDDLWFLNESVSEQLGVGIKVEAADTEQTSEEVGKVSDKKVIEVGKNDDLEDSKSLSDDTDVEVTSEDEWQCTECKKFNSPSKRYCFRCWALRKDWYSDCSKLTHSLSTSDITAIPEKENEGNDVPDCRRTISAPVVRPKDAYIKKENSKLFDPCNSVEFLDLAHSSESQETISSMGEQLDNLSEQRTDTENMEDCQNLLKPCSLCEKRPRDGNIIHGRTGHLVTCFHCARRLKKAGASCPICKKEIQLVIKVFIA
Target sequence (Q00987 whole entry, looked up): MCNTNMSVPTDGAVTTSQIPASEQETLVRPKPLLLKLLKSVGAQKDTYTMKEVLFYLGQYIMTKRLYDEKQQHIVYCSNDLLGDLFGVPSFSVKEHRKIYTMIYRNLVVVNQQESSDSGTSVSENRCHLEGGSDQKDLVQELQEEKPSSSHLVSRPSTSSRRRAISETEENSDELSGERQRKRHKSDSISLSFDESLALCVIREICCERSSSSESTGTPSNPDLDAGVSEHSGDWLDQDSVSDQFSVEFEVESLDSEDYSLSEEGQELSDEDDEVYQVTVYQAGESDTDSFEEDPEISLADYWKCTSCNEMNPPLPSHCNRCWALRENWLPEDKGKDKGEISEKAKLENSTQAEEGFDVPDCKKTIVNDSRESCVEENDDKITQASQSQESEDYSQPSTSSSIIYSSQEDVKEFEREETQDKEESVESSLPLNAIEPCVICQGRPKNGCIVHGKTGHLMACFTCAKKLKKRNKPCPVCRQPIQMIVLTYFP
EBI2 antag: EBI2 (human) antagonism; EBI2 beta-arrestin recruitment, luminescence, 7a,25-OHC stimulated; inhibition, % at 5 µM; 360,000 tested, 0.81% active; in the data active means inhibition above about 38%;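 further: enzyme fragment complementation signal reports receptor beta-arrestin coupling in cells; 0% = agonist plus DMSO wells and 100% = wells without agonist; some results beyond the cut were filed as inactive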
APJ ag: APJ receptor agonism. P35414. CHO-K1 APJ PathHunter beta-arrestin, luminescence; 0% DMSO wells, 100% apelin. activation, % at 20 µM. 330,000 tested, 0.11% active. AID 2520;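 active means activation more than six SD over the plate average, tested at 20 µM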;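 further: 0% = DMSO alone and 100% = apelin-13 at 10 nM; some results filed as inactive read as strong as hits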
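Test system: CHO-K1 APJ beta-arrestin complementation cell line | Compound: Single test compound dose, 20 µM final, 1% DMSO | Incubation: Compound 90 min 25 °C, reagent 1 h | Measured by: beta-gal luminescence | Read-out basis: APJ–arrestin association signal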
CCR6 antagonist: antagonists of human CCR6 receptor. 340,000 tested, 0.49% active. CHO-K1 CCR6 PathHunter beta-arrestin, luminescence, CCL20-stimulated. P51684. inhibition, % at 20 µM;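 active means compounds whose inhibition of the agonist-driven luminescence signal at 20 µM reaches about 50%, limit read from the data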;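 further: cells stimulated with CCL20 at 14 nM final; plate controls were DMSO with CCL20 for no effect and DMSO without agonist for full effect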
APJ antagonist: APJ receptor antagonism; P35414; CHO-K1 APJ beta-arrestin complementation, luminescence; inhibition, % at 20 µM; 330,000 tested, 0.32% active; AID 2521;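 active means inhibition above about 40% at 20 µM, limit read from the data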;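 further: cells challenged with 10 nM apelin-13 agonist together with compound; plate controls were apelin-13 plus DMSO wells for no effect and DMSO wells lacking apelin-13 for full effect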
CHOP UPR activ: activators of apoptotic arm of unfolded protein response (CHOP). CHO-CHOP luciferase reporter, UPR activation, luminescence; percent of tunicamycin response over DMSO baseline. 330,000 tested, 0.34% active. activation, % at 10 µM;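 active means at 10 µM dose, activation of 40% or more, normalized to positive control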;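 further: 100% = tunicamycin at 10 µg/mL and 0% = DMSO alone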
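System: CHO-CHOP luciferase reporter cell line; amount: 500 cells/well; buffer or medium: F12 medium containing 10% fetal bovine serum; incubation: 6 h compound exposure at 37 °C after overnight seeding; measured by: luciferase luminescence after 10 min with Steady-Glo reagent; evaluation: % reporter activation, DMSO baseline versus tunicamycin full activation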
tim23-1 inh: growth inhibitors of tim23-1 mutant yeast; 330,000 tested, 1.3% active; inhibition, % at 20 µM; S. cerevisiae tim23-1 growth, BacTiter-Glo luminescence, 24 h;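 active means growth inhibition of the mutant yeast at or above 50%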;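 further: temperature-sensitive mutant grown at 25 °C; plate controls were DMSO-treated mutant yeast for no effect and medium wells lacking yeast for full effect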
Numbers without * were called inactive.

SMILES	XBP1 UPR activ	CXCR6 inh	Mdm2-MdmX inh	EBI2 antag	APJ ag	CCR6 antagonist	APJ antagonist	CHOP UPR activ	tim23-1 inh
COc1ccc(CCNC(=O)C(=O)NCC2OCCN2C(=O)c2ccc(Cl)cc2)cc1OC (stereo unspecified)	-1	0	8	4	-3	-6	-30	1.7	4
CCC(C)(C)NC(=O)C(c1ccc(C)cc1)N(CC1CCCO1)C(=O)CCC(=O)Nc1ccccn1 (stereo unspecified)	0	-1	-1	-7	-3	2	7	0.0	16
Cc1ccccc1C(=O)N1CCc2ccccc2C1	2	7	-43	7	2	-9	-16	0.4	20
CCOC(=O)/C(N=Nc1ccc(C(=O)O)cc1[N+](=O)[O-])=C(\C)O	-3	10	6	0	-2	-2	3	-0.7	-1
Cc1c(/C=N\NC(=O)c2c[nH]c3ccccc23)cnn1C	0	6	12	-8	-3	11	9	3.2	21
Cn1c(N)c(C(=O)CSc2nn(-c3ccc(F)cc3)c(=S)s2)c(=O)n(C)c1=O	-2	-4	38	0	-1	11	0	1.1	-15
Cc1c(C(=O)c2ccc(Cl)cc2[N+](=O)[O-])c2ccccn2c1CCC#N	-1	6	-9	4	-3	15	-4	-0.9	8
O=C(CCCc1ccccc1)Nc1ccnn1C1CCN(Cc2ccc(Cl)cc2)CC1	-1	1	31	0	4	8	14	3.2	23
O=C1OC[C@H]2CCCN2C(=O)[C@@H](CC(=O)N(CCO)Cc2ccccc2)C/C=C\CC[C@H]1Cc1ccc(F)cc1	4	5	6	17	-1	14	-6	1.0	24
Cc1ccc(-c2noc(CCC(=O)NCCCN3CCN(c4cccc(Cl)c4)CC3)n2)cc1	-2	-6	42	4	2	-10	-9	3.8	-7
S=c1nc(-c2csc3c2CCCC3)[nH][nH]1	4	-6	-19	8	2	-19	2	1.5	16
CCOc1ccc(C(CC(=O)O)NC(=O)C2c3ccccc3Oc3ccccc32)cc1 (stereo unspecified)	-4	12	-12	5	0	9	1	-1.0	3
OC1(C#CCN2CCCC2)c2ccccc2-c2ccccc21	-3	0	14	7	-5	17	-4	1.9	15
C/C(=N\NC(=O)c1ccccc1)C1C2C=CC(C2)C1(C)C (stereo unspecified)	0	-12	0	-5	2	7	-3	2.7	10
O=C(CSc1ccc2c(c1)OCCO2)NCc1ccccc1	-2	0	-15	2	-3	5	3	-1.0	14
CCCCC1=CC2=CC(=O)C(C)(OC(=O)CC)C(=O)C2=CN1C1CCCCC1 (stereo unspecified)	0	-6	17	2	125*	2	-25	2.1	15
COc1ccc(Cl)cc1C(=O)N/N=C/c1ccc(N2CCOCC2)cc1	2	8	-12	7	-2	10	-5	-0.1	-3
COc1ccc(Cl)cc1NC(=O)CSc1nnc(COc2ccccc2)n1N	-2	3	20	-3	9	6	-26	3.1	-3
Cc1cc(C)n2nc(SCCCC(=O)c3ccc(F)cc3)nc2n1	-3	-6	18	-2	-5	9	9	0.8	15
COc1ccccc1N1CCN(C(=O)c2cccc(N3C(=O)NC4CC3(C)Oc3c(OC)cccc34)c2)CC1 (stereo unspecified)	1	9	8	-13	2	3	9	-0.5	6

In a second layout: results already given
compound,XBP1 UPR activ,CXCR6 inh,Mdm2-MdmX inh,EBI2 antag,APJ ag,CCR6 antagonist,APJ antagonist,CHOP UPR activ,tim23-1 inh
OC1(C#CCN2CCCC2)c2ccccc2-c2ccccc21,-3,0,14,7,-5,17,-4,1.9,15
Cc1ccccc1C(=O)N1CCc2ccccc2C1,2,7,-43,7,2,-9,-16,0.4,20

(list continues)
SMILES	XBP1 UPR activ	CXCR6 inh	Mdm2-MdmX inh	EBI2 antag	APJ ag	CCR6 antagonist	APJ antagonist	CHOP UPR activ	tim23-1 inh
COC(=O)C1CCN(C(=O)Cc2ccc(C)cc2)CC1	-2	3	13	-9	-13	2	-3	0.9	10
CC(C)NC(=O)c1onc(CSc2ccccc2)c1C(=O)O	1	-9	-4	-6	0	7	4	-1.3	-17
Cc1ccc(C(=O)N2CCC(C(=O)Nc3cccc([N+](=O)[O-])c3)CC2)cc1	-5	4	24	9	-6	13	14	2.0	6
COc1ccc(C(=O)NCc2nnc(SCC(=O)N3CCc4ccccc43)o2)cc1OC	-3	1	19	-2	0	1	20	0.9	-2
CCN1CCN(C(=O)c2ccc3c(c2)N(Cc2ccc(F)cc2)C(=O)c2ccccc2S3=O)CC1 (stereo unspecified)	-1	4	-25	4	-3	-22	8	0.3	-30
CC1(C)CSC(=NCCc2ccccc2)N1C(=O)c1ccc(C#N)cc1	-3	12	3	5	-1	-2	-3	0.1	16
COc1ccc(NC(=O)c2cccc(S(=O)(=O)NCc3ccccc3)c2)cc1S(N)(=O)=O	-1	-4	10	-9	-1	9	10	-0.7	5
CCOC(=O)n1c(=O)oc2ccc(Cl)cc21	-1	-8	20	-2	6	-3	-18	-0.9	16
Cc1cnc(C(=O)OCc2cc(=O)n3c(C)cccc3n2)cn1	2	0	-3	-1	-4	1	15	1.3	-3
CCC(=O)c1cn(CC(=O)Nc2ccc(C)cc2)c2ccccc12	-3	2	7	-3	-1	-4	13	1.8	12
COc1ccc(-c2c(NC(=O)c3ccco3)oc3ccccc3c2=O)cc1OC	-1	-2	8	-2	-6	3	-3	-0.1	11
Nc1nc(-c2ccccc2)[nH]c(=O)c1N	-3	-7	15	-5	9	-9	-13	0.7	-6
CCOC(=O)C(C(=O)OCC)C(Nc1ccc(Br)cc1)c1ccccc1 (stereo unspecified)	2	5	-8	-31	-3	31	15	1.1	45
CN(CC1CCCO1)S(=O)(=O)c1ccc(C(=O)NCc2ccccc2)cc1 (stereo unspecified)	-2	4	18	12	-3	0	0	-0.8	9
CC1CCCC(C)N1C(=O)CCN1C(=O)C2C3C=CC(C3)C2C1=O (stereo unspecified)	0	-4	18	-1	10	8	-15	0.4	7
O=C(OCC(=O)N1CCCCC1)c1c[nH]c2ccccc12	6	4	-6	-8	-3	4	10	4.4	13
N#C/C(=C\c1ccc(OC(=O)c2cccs2)cc1)c1nc2ccccc2[nH]1	11	10	-13	-7	-3	19	-14	4.9	-12
Cc1cc(NC(=O)c2c([N+](=O)[O-])c(C)nn2C)no1	-3	2	21	9	-1	20	2	1.8	-12
COc1ccc(/C=C/C(=O)NCCCN2CCCCCC2)cc1	3	8	9	-2	-3	12	9	0.9	-70
C=CCn1c(SCC(=O)Nc2cc(C)cc(C)c2)nnc1-c1cnccn1	0	-4	-5	6	1	5	5	-0.1	11

By substructure: those above with a COOH group
SMILES	XBP1 UPR activ	CXCR6 inh	Mdm2-MdmX inh	EBI2 antag	APJ ag	CCR6 antagonist	APJ antagonist	CHOP UPR activ	tim23-1 inh
CCOC(=O)/C(N=Nc1ccc(C(=O)O)cc1[N+](=O)[O-])=C(\C)O	-3	10	6	0	-2	-2	3	-0.7	-1
CCOc1ccc(C(CC(=O)O)NC(=O)C2c3ccccc3Oc3ccccc32)cc1 (stereo unspecified)	-4	12	-12	5	0	9	1	-1.0	3
CC(C)NC(=O)c1onc(CSc2ccccc2)c1C(=O)O	1	-9	-4	-6	0	7	4	-1.3	-17

Next structures follow.
SMILES	XBP1 UPR activ	CXCR6 inh	Mdm2-MdmX inh	EBI2 antag	APJ ag	CCR6 antagonist	APJ antagonist	CHOP UPR activ	tim23-1 inh
COc1ccc(N2CCN(C(=O)c3ccccc3F)CC2)c([N+](=O)[O-])c1	-1	2	-1	-6	0	13	2	-0.9	35
Cc1nc2ccccc2n1CC(=O)N/N=C/c1cccs1	0	-1	20	0	1	4	1	0.0	7
Cc1ccccc1C(=O)NCCCc1ccccc1	2	1	-9	3	-3	6	0	1.6	9
Cc1c(C(=O)Nc2ccc(S(=O)(=O)N(C)C3CCN(C)CC3)cc2)oc2ccccc12	4	-12	92*	3	-1	11	22	1.9	7
CCN(C(=O)C1CCN(c2nc(-c3ccc(OC)cc3)no2)CC1)c1ccc(OC)cc1	-2	-4	22	36	-4	17	6	3.3	25
CC(=O)N/C(=C\c1ccc(F)cc1)C(=O)OC(C)C	-3	-2	6	-1	-3	4	7	-0.2	-10
O=C(Nc1ccc(S(=O)(=O)NC2CCCC2)cc1)c1cnccn1	2	-1	21	-9	-1	9	-12	-2.6	12
COc1ccc(C(=O)CC2OC(=O)c3ccccc32)cc1OC (stereo unspecified)	1	3	-12	0	1	-7	0	-1.6	6
Cc1c2cnn(-c3ccccc3)c(=O)c2c(C)n1CCCC(=O)NCCN1CCN(C)CC1	-2	-3	-10	-6	-2	7	-18	-1.9	18
CN(C)c1ccc(NC(=O)CSc2n[nH]c(-c3ccco3)n2)cc1	-1	-4	7	-13	1	2	-1	1.7	18
CCCCN(CCCC)C(=O)CN(C)S(=O)(=O)c1ccc2c(c1)n(C)c(=O)c(=O)n2C	-1	-1	9	-2	-4	-4	3	-0.7	0
Cc1nn(-c2ccc(N3CCOCC3)nn2)c(C)c1CCC(=O)NCc1ccccc1F	2	-7	-5	-3	15	-4	1	0.2	14
CCC(=O)c1ccc(OCC(O)CN2CCc3ccccc3C2)cc1 (stereo unspecified)	-2	3	-2	17	-2	-4	-1	-0.6	8
O=C(CN1C(=O)c2ccccc2S1(=O)=O)c1ccccc1F	-13	-7	21	-9	-3	6	5	-4.9	16
CCn1c(=O)cc(OCC(=O)N(C)c2ccccc2F)c2ccccc21	-1	2	3	9	-4	-9	3	-1.3	20
Cc1nn(Cc2ccc(C(=O)n3cccn3)o2)c(C)c1Br	2	-3	9	-9	-3	-5	-16	0.7	18
Cc1ccsc1C(=O)N1CCN(c2ncccn2)CC1	-1	-2	-4	0	0	-1	-4	-1.8	9
COC(=O)CN1C(=S)N(c2ccc(F)cc2)C(=O)C1CC(=O)Nc1ccc(OC)cc1 (stereo unspecified)	-1	2	27	-1	1	-6	14	-0.2	1
CC(=O)c1c(C)[nH]c(C(=O)CSc2nnc(CN3CCCCCC3=O)n2-c2ccccn2)c1C	-3	-12	-11	-8	-1	-3	16	-1.1	12
CCCc1nnc(SCC(=O)N2CCCCC2C)n1CCCOC (stereo unspecified)	-1	-6	-18	2	2	-5	25	-1.8	4
COc1cccc(CNc2ccc(Br)cn2)c1O	-1	-7	-137	8	-3	-2	9	3.2	41
CC1=C(C#N)C(/C=N/OCc2ccc(Cl)cc2)CC(=O)N1 (stereo unspecified)	-3	-2	35	-2	0	23	3	-1.4	0
N#C/C(=C/c1ccc(CNS(=O)(=O)c2ccccc2)o1)C(=O)NCc1ccccc1	-2	9	-3	17	1	14	-7	-1.1	26
CCN1C(=S)N[C@@H](CCc2ccccc2)[C@H](C(=O)OC)[C@H]1C	0	3	7	-4	3	-1	16	0.4	30
CCN(CC)CCn1c(NC(=O)c2ccc(C(F)(F)F)cc2)nc2ccccc21	-2	8	-6	-1	1	11	-33	2.9	18
O=C1OCCC1S(=O)(=O)c1ccc2ccccc2c1 (stereo unspecified)	-2	-4	5	-6	-2	0	11	-2.3	12
CCOc1ccc(NC(=O)c2c[nH]n3c(=O)cc(C4CCN(C(=O)OC(C)(C)C)CC4)nc23)cc1	0	2	-2	12	-2	6	3	0.3	14
COc1ccc(-n2nnc3c(SCC(=O)c4ccccc4)ncnc32)cc1	4	3	-9	3	0	-12	-1	-1.7	-6
CCOC(=O)C1=C(O)CSC1=Nc1ccccc1	-2	-10	29	-7	-2	-12	12	-0.3	21

The list is partial. The share of hits here may be higher or lower than overall.
